# NSD2 inh: inhibitors of human NSD2 methyltransferase | O96028 | NSD2-SET H3K36me1 DELFIA fluorescence, biochemical | inhibition, % at 12.5 µM | AID 624260 | 0.07% of 44,000 active; in the data active means inhibition above about 54%, passing the limit was not always enough;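 further: inhibitors reduce the monomethyl H3K36 fluorescence signal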
# Target sequence (O96028 whole entry, looked up): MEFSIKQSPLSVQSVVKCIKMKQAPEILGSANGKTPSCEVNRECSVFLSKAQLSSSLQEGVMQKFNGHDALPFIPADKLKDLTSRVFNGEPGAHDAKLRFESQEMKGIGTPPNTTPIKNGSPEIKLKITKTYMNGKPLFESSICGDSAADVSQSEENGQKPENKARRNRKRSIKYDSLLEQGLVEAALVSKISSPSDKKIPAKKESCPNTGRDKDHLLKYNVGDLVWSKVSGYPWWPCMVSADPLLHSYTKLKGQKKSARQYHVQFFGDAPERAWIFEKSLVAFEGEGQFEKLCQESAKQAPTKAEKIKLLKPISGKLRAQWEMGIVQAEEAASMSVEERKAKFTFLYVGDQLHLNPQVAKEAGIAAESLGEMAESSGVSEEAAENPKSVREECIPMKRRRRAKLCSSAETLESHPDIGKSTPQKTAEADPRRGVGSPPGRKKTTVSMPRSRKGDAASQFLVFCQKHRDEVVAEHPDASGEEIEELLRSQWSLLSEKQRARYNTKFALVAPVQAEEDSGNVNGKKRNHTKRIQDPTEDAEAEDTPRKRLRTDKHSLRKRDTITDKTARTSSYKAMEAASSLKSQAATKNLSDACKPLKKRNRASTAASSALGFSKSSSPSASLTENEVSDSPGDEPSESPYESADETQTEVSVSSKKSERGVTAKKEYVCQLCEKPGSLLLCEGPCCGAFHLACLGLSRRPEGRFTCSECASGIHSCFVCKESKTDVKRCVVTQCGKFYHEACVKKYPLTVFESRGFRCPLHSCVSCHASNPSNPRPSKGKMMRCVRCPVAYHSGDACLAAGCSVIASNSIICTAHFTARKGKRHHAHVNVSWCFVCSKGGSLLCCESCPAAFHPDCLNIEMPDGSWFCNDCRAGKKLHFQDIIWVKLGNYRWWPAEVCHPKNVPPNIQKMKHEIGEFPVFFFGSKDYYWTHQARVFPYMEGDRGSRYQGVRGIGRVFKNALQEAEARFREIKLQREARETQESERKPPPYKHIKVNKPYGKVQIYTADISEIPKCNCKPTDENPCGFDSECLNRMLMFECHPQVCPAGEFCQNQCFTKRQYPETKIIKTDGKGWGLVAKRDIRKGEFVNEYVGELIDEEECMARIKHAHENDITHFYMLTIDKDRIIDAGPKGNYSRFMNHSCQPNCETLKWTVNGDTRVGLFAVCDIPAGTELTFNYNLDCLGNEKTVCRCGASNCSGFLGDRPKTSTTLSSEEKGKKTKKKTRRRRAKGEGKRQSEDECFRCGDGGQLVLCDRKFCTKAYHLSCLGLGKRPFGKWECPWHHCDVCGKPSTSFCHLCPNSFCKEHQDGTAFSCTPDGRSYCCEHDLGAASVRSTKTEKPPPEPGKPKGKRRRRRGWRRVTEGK
# An asterisk follows results filed as active; & = joins results of further samples.
# Sample of the layout (2 entries):
SMILES,NSD2 inh
C[C@@H]1CN([C@@H](C)CO)C(=O)Cc2cc(NC(=O)C3CC3)ccc2O[C@H]1CN(C)Cc1ccc(C(=O)Nc2ccccc2N)cc1,6
Cc1ccc(S(=O)(=O)Nc2ccc3c(c2)C(=O)N([C@@H](C)CO)C[C@@H](C)[C@H](CN(C)Cc2ccc(C(F)(F)F)cc2)OCCCC[C@H](C)O3)cc1,-1

# Main list (from the top)
SMILES,NSD2 inh
C[C@@H]1CN([C@@H](C)CO)C(=O)Cc2cc(NC(=O)C3CC3)ccc2O[C@H]1CN(C)Cc1ccc(C(=O)Nc2ccccc2N)cc1,6
Cc1ccc(S(=O)(=O)Nc2ccc3c(c2)C(=O)N([C@@H](C)CO)C[C@@H](C)[C@H](CN(C)Cc2ccc(C(F)(F)F)cc2)OCCCC[C@H](C)O3)cc1,-1
Cc1noc(C)c1NC(=O)N(C)C[C@@H]1OCCCC[C@@H](C)Oc2ccc(NC(=O)Nc3ccc4c(c3)OCO4)cc2C(=O)N([C@H](C)CO)C[C@@H]1C,2
COCCOC(=O)N1C(=O)[C@@]2(c3cc(C#CC4(O)CCCCCC4)ccc31)[C@H](C(N)=O)[C@H]1C(=O)O[C@H](c3ccccc3)[C@H](c3ccccc3)N1[C@@H]2c1ccc(OCCO)cc1,1
C[C@H]1CN([C@@H](C)CO)C(=O)CCCn2cc(nn2)CO[C@H]1CN(C)CC1CCCCC1,4
O=C1OC(c2ccccc2)C(O)(c2ccccc2)C12CCCCC2 (stereo unspecified),-5
COc1cc(/C=N/NC(=O)c2ccccn2)c([N+](=O)[O-])cc1OC,2
O=C(C1=C[C@H](c2ccc3c(c2)Cc2ccccc2-3)C[C@H](OCCCCO)O1)N1CCCCC1,1
O=C(C[C@H]1C=C[C@H](NC(=O)c2ccccn2)[C@H](CO)O1)NCc1cc(F)cc(F)c1,4
COc1cccc(-c2ccc3c(c2)O[C@@H](CN(C)Cc2cccnc2)[C@H](C)CN([C@@H](C)CO)S3(=O)=O)c1,11
O=C(O)Cc1cc2ccccc2nc1C(=O)O,-4
COc1ccc(NC(=O)N(C)C[C@H]2Oc3c(NC(=O)Nc4c(C)noc4C)cccc3C(=O)N([C@@H](C)CO)C[C@H]2C)cc1,2
C[C@@H]1CN([C@H](C)CO)S(=O)(=O)c2ccc(C#CC3(O)CCCC3)cc2O[C@@H]1CN(C)C(=O)Nc1cccc(F)c1,-8
CC(C)CC#Cc1cnc2c(c1)C(=O)N([C@@H](C)CO)C[C@H](C)[C@@H](CN(C)C(=O)c1ccc3c(c1)OCO3)O2,5
C[C@@H]1CN([C@@H](C)CO)C(=O)c2cc(/C=C/c3ccccc3)cnc2O[C@H]1CN(C)Cc1ccncc1,-1
CC1(CN2CCC(n3c(=O)[nH]c4ccccc43)CC2)OCc2ccccc2-n2cccc21 (stereo unspecified),-3
C[C@@H]1CCCCO[C@@H](CN(C)Cc2ccc3c(c2)OCO3)[C@@H](C)CN([C@H](C)CO)C(=O)c2cc(NS(=O)(=O)c3ccccc3)ccc2O1,0
CC(=O)N(C)C[C@H]1Oc2cc(-c3ccccc3C)ccc2S(=O)(=O)N([C@H](C)CO)C[C@@H]1C,0
O=C(CCCCCC(=O)Nc1ccccc1O)N/N=C/c1ccc(Br)o1,1
COc1ccc(S(=O)(=O)Nc2ccc3c(c2)C(=O)N([C@H](C)CO)C[C@@H](C)[C@H](CN(C)C(=O)Nc2ccc(F)cc2)OCCCC[C@@H](C)O3)cc1,1
C[C@H](CO)N1C[C@H](C)[C@H](CN(C)S(=O)(=O)c2cccs2)Oc2ccc(NC(=O)Nc3ccccc3)cc2C1=O,2
COCC(=O)N(C)C[C@@H]1Oc2cc(C#C[C@@H](C)O)ccc2S(=O)(=O)N([C@H](C)CO)C[C@@H]1C,4
C[C@H]1CN([C@@H](C)CO)C(=O)Cc2cc(NC(=O)Nc3ccc(F)cc3)ccc2O[C@@H]1CN(C)Cc1ccc(C(=O)O)cc1,0
C[C@@H]1CN([C@@H](C)CO)C(=O)c2cc(NS(=O)(=O)c3cccs3)ccc2O[C@@H]1CN(C)S(C)(=O)=O,3
CC(=O)O[C@@H]1CC2C(C)(C)CCC[C@]2(CO)C2=C1C(=O)C(C(C)C)C(=O)C2=O (stereo partly specified),-8

# As a working copy, part of the list above.
SMILES,NSD2 inh
C[C@H]1CN([C@@H](C)CO)C(=O)CCCn2cc(nn2)CO[C@H]1CN(C)CC1CCCCC1,4
O=C1OC(c2ccccc2)C(O)(c2ccccc2)C12CCCCC2 (stereo unspecified),-5
COc1cc(/C=N/NC(=O)c2ccccn2)c([N+](=O)[O-])cc1OC,2
O=C(C1=C[C@H](c2ccc3c(c2)Cc2ccccc2-3)C[C@H](OCCCCO)O1)N1CCCCC1,1
O=C(C[C@H]1C=C[C@H](NC(=O)c2ccccn2)[C@H](CO)O1)NCc1cc(F)cc(F)c1,4
COc1cccc(-c2ccc3c(c2)O[C@@H](CN(C)Cc2cccnc2)[C@H](C)CN([C@@H](C)CO)S3(=O)=O)c1,11
O=C(O)Cc1cc2ccccc2nc1C(=O)O,-4
COc1ccc(NC(=O)N(C)C[C@H]2Oc3c(NC(=O)Nc4c(C)noc4C)cccc3C(=O)N([C@@H](C)CO)C[C@H]2C)cc1,2
C[C@@H]1CN([C@H](C)CO)S(=O)(=O)c2ccc(C#CC3(O)CCCC3)cc2O[C@@H]1CN(C)C(=O)Nc1cccc(F)c1,-8
CC(C)CC#Cc1cnc2c(c1)C(=O)N([C@@H](C)CO)C[C@H](C)[C@@H](CN(C)C(=O)c1ccc3c(c1)OCO3)O2,5

# Carrying on:
SMILES,NSD2 inh
C[C@@H]1CN([C@@H](C)CO)S(=O)(=O)c2ccc(-c3cccc(C(=O)N(C)C)c3)cc2O[C@@H]1CN(C)C,1
C[C@H]1CCCCO[C@H](CN(C)Cc2ccc(C(F)(F)F)cc2)[C@@H](C)CN([C@@H](C)CO)C(=O)c2cc(NC(=O)Nc3ccc(C(F)(F)F)cc3)ccc2O1,2
C[C@@H]1CCCCO[C@@H](CN(C)C(=O)Nc2ccc3c(c2)OCO3)[C@@H](C)CN([C@@H](C)CO)C(=O)c2cc(NC(=O)C3CCCCC3)ccc2O1,2
CC1OC(Oc2cc(O)c3c(=O)c(OC4OCC(O)C(O)C4O)c(-c4ccc(O)cc4)oc3c2)C(O)C(O)C1O (stereo unspecified),0
C[C@@H]1CN([C@@H](C)CO)C(=O)c2c(c3ccccc3n2C)-c2ccccc2CO[C@@H]1CN(C)Cc1cccnc1,-5
C[C@@H]1CN([C@H](C)CO)C(=O)c2cc(NS(=O)(=O)c3ccccc3)ccc2O[C@@H](C)CCCCO[C@H]1CN(C)C(=O)C1CCCCC1,-2
CNC[C@@H]1Oc2cc(-c3ccccc3OC)ccc2S(=O)(=O)N([C@@H](C)CO)C[C@H]1C,5
C[C@@H]1CN([C@H](C)CO)C(=O)Cc2cc(NC(=O)Cc3cn(C)c4ccccc34)ccc2O[C@H]1CN(C)S(=O)(=O)c1ccc(F)cc1,4
C[C@H](CO)N1C[C@H](C)[C@H](CN(C)S(=O)(=O)c2ccccc2)Oc2ccc(NS(=O)(=O)c3ccccc3)cc2CC1=O,1
CC(C)NC(=O)N(C)C[C@@H]1Oc2ccc(NC(=O)C3CCCCC3)cc2C(=O)N([C@@H](C)CO)C[C@@H]1C,-7
Cc1ccc(-c2cnc3c(c2)C(=O)N([C@@H](C)CO)C[C@H](C)[C@H](CN(C)C(=O)CN(C)C)O3)cc1,3
C[C@]12CCC(=O)N1CCc1c2[nH]c2ccccc12,3&6
C[C@H](CO)N1C[C@H](C)[C@@H](CN(C)C(=O)Nc2ccccc2)Oc2ccc(N(C)C)cc2CC1=O,1
C[C@H]1CN([C@@H](C)CO)C(=O)c2cc(NC(=O)CCC(F)(F)F)ccc2O[C@H]1CN(C)S(=O)(=O)c1cn(C)cn1,3
COc1ccc(NC(=O)Nc2ccc3c(c2)CC(=O)N([C@H](C)CO)C[C@H](C)[C@H](CN(C)S(=O)(=O)c2cn(C)cn2)O3)cc1,-3
C[C@H](CO)N1C[C@H](C)[C@H](CN(C)S(=O)(=O)c2ccc(Cl)cc2)OCCCC[C@H](C)Oc2ccc(N(C)C)cc2C1=O,-1
C[C@@H]1CCCCO[C@@H](CN(C)C(=O)Nc2ccc3c(c2)OCO3)[C@H](C)CN([C@H](C)CO)C(=O)c2cc(NC(=O)Nc3ccc(F)cc3)ccc2O1,1
C[C@H](CO)N1C[C@H](C)[C@@H](CN(C)CC2CC2)OCCCC[C@H](C)Oc2ccc(NC(=O)Nc3cccc4ccccc34)cc2C1=O,11
CCC(=O)N(C)C[C@H]1Oc2cc(C#CC3CC3)ccc2S(=O)(=O)N([C@@H](C)CO)C[C@H]1C,3
CCCC#Cc1ccc2c(c1)O[C@@H](CN(C)Cc1ccccn1)[C@H](C)CN([C@H](C)CO)S2(=O)=O,6
C[C@H](CO)N1C[C@H](C)[C@@H](CN(C)S(=O)(=O)c2ccc(Cl)cc2)Oc2ccc(NC(=O)NC3CCCCC3)cc2CC1=O,-2
CCCC#Cc1cnc2c(c1)C(=O)N([C@H](C)CO)C[C@@H](C)[C@@H](CN(C)C(=O)Nc1cc(F)ccc1F)O2,-16
C[C@@H]1CN([C@H](C)CO)C(=O)CCCn2nncc2CO[C@H]1CN(C)Cc1ccncc1,5
COc1ccc(C#Cc2ccc3c(c2)O[C@H](CN(C)C(=O)CN2CCOCC2)[C@H](C)CN([C@H](C)CO)S3(=O)=O)cc1,1
C[C@@H]1CN([C@H](C)CO)C(=O)Cc2cc(NC(=O)CCC(F)(F)F)ccc2O[C@@H]1CN(C)Cc1ccc(Cl)c(Cl)c1,-7
SMILES,NSD2 inh
C[C@H](CO)N1C[C@H](C)[C@@H](CN(C)C(=O)c2cccc(F)c2)Oc2ncc(-c3cccnc3)cc2C1=O,-1
COc1ccc(S(=O)(=O)N(C)C[C@@H]2Oc3ccc(NS(=O)(=O)c4ccc(Cl)cc4)cc3CC(=O)N([C@H](C)CO)C[C@@H]2C)cc1,-1
C[C@@H]1CN([C@H](C)CO)C(=O)c2cc(NC(=O)CCCCCC(=O)Nc3ccccc3N)ccc2O[C@H]1CN(C)C(=O)Nc1ccc2c(c1)OCO2,4
C[C@@H]1CCCCO[C@@H](CN(C)Cc2ccc(C(=O)O)cc2)[C@H](C)CN([C@H](C)CO)C(=O)c2cc(NC(=O)c3ccncc3)ccc2O1,2
C[C@H](CO)N1C[C@H](C)[C@H](CN(C)C(=O)Nc2ccccc2)Oc2ncc(-c3cccc(F)c3)cc2C1=O,2
O=C(N/N=C/c1ccc[nH]1)c1ccccn1,8
C[C@H]1CN([C@@H](C)CO)C(=O)c2cc(NC(=O)Nc3ccc4c(c3)OCO4)ccc2O[C@H]1CN(C)S(=O)(=O)c1cn(C)cn1,-3
O=S1(=O)c2cccc3cccc(c23)N1CCCN1CCN(c2ccc(F)cc2)CC1,-2
O=C(C[C@H]1CC[C@H](NS(=O)(=O)c2ccccc2)[C@H](CO)O1)NCc1ccncn1,-1
C[C@@H]1CCCCO[C@@H](CN(C)CC2CCCCC2)[C@@H](C)CN([C@@H](C)CO)C(=O)c2cc(NC(=O)Nc3ccccc3)ccc2O1,5
C[C@H]1CCCCO[C@@H](CN(C)S(=O)(=O)c2ccc(F)cc2)[C@@H](C)CN([C@@H](C)CO)C(=O)c2cc(NS(=O)(=O)c3ccc(F)cc3)ccc2O1,-5
C[C@H]1CN([C@@H](C)CO)C(=O)Cc2cc(NS(C)(=O)=O)ccc2O[C@@H]1CN(C)Cc1ccc(C(=O)O)cc1,6
C[C@@H]1CN([C@H](C)CO)C(=O)Cc2cc(NS(C)(=O)=O)ccc2O[C@H]1CN(C)C(=O)Nc1ccc2c(c1)OCO2,0
C/C=C/c1ccc2c(c1)O[C@H](CN(C)C(=O)CN1CCOCC1)[C@@H](C)CN([C@H](C)CO)S2(=O)=O,4
Cc1noc(C)c1NC(=O)Nc1ccc2c(c1)C(=O)N([C@H](C)CO)C[C@H](C)[C@@H](CN(C)S(=O)(=O)c1ccccc1)OCCCC[C@@H](C)O2,-2
COc1ccc(CN(C)C[C@@H]2Oc3c(NC(=O)Nc4cccc5ccccc45)cccc3C(=O)N([C@@H](C)CO)C[C@@H]2C)cc1,-6
CNS(=O)(=O)c1ccc2c(c1)oc(=O)c1cc(S(=O)(=O)NC)ccc12,-7
C[C@H](CO)N1C[C@H](C)[C@H](CN(C)S(=O)(=O)c2ccc(C#N)cc2)Oc2ncc(C#Cc3ccccc3)cc2C1=O,-5
CNC[C@@H]1OCCCC[C@H](C)Oc2ccc(NC(=O)Nc3ccc(C(F)(F)F)cc3)cc2C(=O)N([C@H](C)CO)C[C@@H]1C,-1
CCCNC(=O)C[C@H]1C[C@H]2c3cc(NC(=O)c4cccnc4)ccc3O[C@H]2[C@@H](CO)O1,-3
C[C@H](CO)N1C[C@H](C)[C@H](CN(C)C(=O)CC2CC2)Oc2ncc(C#CCC3CCCC3)cc2C1=O,-233
C[C@H]1CN([C@@H](C)CO)C(=O)c2cccc(NS(=O)(=O)c3cn(C)cn3)c2O[C@H]1CN(C)Cc1ccc2c(c1)OCO2,-4
O=c1cc(-c2ccccc2)oc2ccc(O)cc12,2
O[C@@H]1[C@@H](O)[C@H](OC/C=C/c2ccccc2)O[C@H](CO[C@@H]2OC[C@H](O)[C@H](O)[C@H]2O)[C@H]1O,18
C[C@H](CO)N1C[C@H](C)[C@@H](CN(C)Cc2ccc(C(F)(F)F)cc2)Oc2c(NS(=O)(=O)c3cn(C)cn3)cccc2C1=O,-1
SMILES,NSD2 inh
CSCCC(NC=O)C(=O)NC(CC(C)C)C(=O)NC(Cc1ccccc1)C(=O)O (stereo unspecified),-5
C=CCNC(=O)[C@H]1[C@@H]2C(=O)O[C@@H](c3ccccc3)[C@@H](c3ccccc3)N2[C@@H](c2ccc(OCCO)cc2)[C@]12C(=O)Nc1ccc(C#Cc3ccc(OC)cc3)cc12,-3
C[C@H](CO)N1C[C@H](C)[C@H](CN(C)C(=O)Nc2ccc(C(F)(F)F)cc2)OCc2cn(nn2)CCCC1=O,-2
COc1ccc(S(=O)(=O)Nc2cccc3c2O[C@H](CN(C)CC2CCCCC2)[C@H](C)CN([C@@H](C)CO)C3=O)cc1,4
C[C@H]1CCCCO[C@H](CN(C)Cc2ccc(C(=O)O)cc2)[C@@H](C)CN([C@@H](C)CO)C(=O)c2cc(NC(=O)Nc3ccc(F)cc3)ccc2O1,1
C[C@H](O)C#Cc1cnc2c(c1)C(=O)N([C@H](C)CO)C[C@@H](C)[C@H](CN(C)CC1CCCCC1)O2,1

# Only part of the results is shown; count on the stated rates, not on these rows.
